BaF3 parental = counter-screen for JAK2V617F inhibitors: parental Ba/F3 viability inhibitors; CellTiter-Glo ATP luminescence; 220,000 tested, 1.1% active; inhibition, % at 5.6 µM; AID 1486;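 active means inhibition above a per-campaign cutoff, the mean inhibition of all tested compounds plus 3 SD, cut at about 27% in these data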;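 further: 0% = DMSO wells and 100% = JAK Inhibitor I control wells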
Ba/F3 V617F tox = lowers viability of Ba/F3 cells expressing EpoR and JAK2V617F; ATP luminescence; 220,000 tested, 1.1% active; inhibition, % at 5.6 µM; AID 1446;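 active means inhibition above the campaign mean plus 3 SD over all tested compounds, cut at about 24% in these data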;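 further: cytokine-independent growth of Ba/F3 cells driven by EpoR plus mutant JAK2; 0% = DMSO-treated cells and 100% = JAK inhibitor I control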
S1P4 agonist = agonists of human S1P4 receptor; 220,000 tested, 0.35% active; O95977; S1P4-expressing cell line, agonist reporter assay; activation, % at 4.98 µM; AID 1509; in the data active means activation above about 11%;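 further: 0% = DMSO vehicle and 100% = reference agonist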
Target sequence (O95977 whole entry, looked up): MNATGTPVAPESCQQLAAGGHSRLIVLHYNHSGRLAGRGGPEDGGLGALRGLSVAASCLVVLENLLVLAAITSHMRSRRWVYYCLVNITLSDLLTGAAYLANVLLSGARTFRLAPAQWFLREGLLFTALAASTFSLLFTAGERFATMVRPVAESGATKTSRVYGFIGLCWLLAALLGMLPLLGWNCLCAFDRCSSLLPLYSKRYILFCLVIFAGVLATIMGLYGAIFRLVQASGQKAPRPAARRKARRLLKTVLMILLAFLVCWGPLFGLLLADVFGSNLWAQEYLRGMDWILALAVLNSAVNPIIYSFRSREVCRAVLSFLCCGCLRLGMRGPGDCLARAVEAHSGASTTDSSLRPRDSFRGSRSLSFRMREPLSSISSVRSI
NPY-Y1 PAM-ag = potentiators or agonists of human neuropeptide Y receptor Y1; NPY-Y1 expressing cells, potentiator/agonist activation; activation, % at 3.6 µM; 220,000 tested, 0.37% active; P25929; AID 1304; in the data active means activation above about 33%, passing the limit was not always enough;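 further: cells stimulated with NPY at EC10 then isoproterenol at EC100; 0% = low agonist plus stimulus and 100% = saturating agonist plus stimulus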
NPY-Y1 antag = antagonists of human neuropeptide Y receptor Y1. P25929. HEK293-CNG Y1 cells, membrane potential fluorescence; NPY at EC95, then isoproterenol. inhibition, % at 3.6 µM. 200,000 tested, 1% active;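 active means inhibition above the campaign mean inhibition of all tested compounds plus 3 SD, cut at about 20% in these data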;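 further: 0% = DMSO wells given NPY plus isoproterenol and 100% = isoproterenol alone without NPY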
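Benchmarks – high control isoproterenol alone, low control NPY with isoproterenol · Material – HEK293 Y1/CNG channel cell line · Times – dye 3 h, compound 60 min room temperature, stimulation 45 min · Probe or stimulus – NPY (25 nM), isoproterenol (1 µM), Ro 20-1724 (25 µM) · Evaluation – % inhibition of NPY effect · Signal – fluorescence, membrane potential probe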
NPY-Y2 PAM-ag = potentiators or agonists of human neuropeptide Y receptor Y2; cells expressing NPY-Y2, potentiator/agonist read-out; activation, % at 3.6 µM; 220,000 tested, 0.45% active; in the data active means activation above about 27%;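 further: cells stimulated with NPY near EC25 plus isoproterenol at EC100; 0% = vehicle plus submaximal agonist and 100% = vehicle plus saturating agonist; some results beyond the cut were filed as inactive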
Target sequence (P49146 whole entry, looked up): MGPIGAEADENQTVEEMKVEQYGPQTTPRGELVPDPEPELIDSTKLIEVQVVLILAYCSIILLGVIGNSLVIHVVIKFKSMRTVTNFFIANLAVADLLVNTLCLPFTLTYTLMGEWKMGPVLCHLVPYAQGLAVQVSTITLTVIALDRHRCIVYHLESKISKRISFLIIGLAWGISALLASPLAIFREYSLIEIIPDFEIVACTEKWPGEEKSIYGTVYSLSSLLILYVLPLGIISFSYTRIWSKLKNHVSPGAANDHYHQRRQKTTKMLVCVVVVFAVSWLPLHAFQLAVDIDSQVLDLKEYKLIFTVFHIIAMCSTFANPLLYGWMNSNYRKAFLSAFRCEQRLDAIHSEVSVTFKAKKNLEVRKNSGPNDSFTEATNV
Runt-CBFb FRET = Runt domain-CBFb interaction inhibition. 220,000 tested, 0.46% active. inhibition, % at 20 µM. AID 1496. Q01196+Q13951. Cerulean-Runt/Venus-CBFb FRET ratio 530/480, 1 h;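 active means inhibition over about 50% at 20 µM in the single-dose screen, limit read from the data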;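 further: 0% = DMSO wells and 100% = excess unlabeled CBFb competitor control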
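Buffer or medium: Tris pH 7.5 buffer with BSA. Assay system: Cerulean-labeled Runt domain protein. Amount: each fluorescent fusion protein 100 nM. Read-out basis: loss of energy transfer signal. Incubation: 1 h compound exposure, room temperature. Probe or stimulus: Venus-CBFb binding partner, 100 nM. Detection: FRET, excitation 422 nm, emission at 530 and 480 nm.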
RBBP9 inhibitor = inhibitors of human serine hydrolase RBBP9. recombinant RBBP9, FP-Rh probe fluorescence polarization. 220,000 tested, 0.2% active. O75884. inhibition, % at 7.94 µM;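 active means inhibition above the campaign mean of all tested compounds plus 3 SD, cut at about 14% in these data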;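 further: plate controls were DMSO wells with RBBP9 for no effect and wells lacking RBBP9 protein for full effect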
Target sequence (O75884 whole entry, looked up): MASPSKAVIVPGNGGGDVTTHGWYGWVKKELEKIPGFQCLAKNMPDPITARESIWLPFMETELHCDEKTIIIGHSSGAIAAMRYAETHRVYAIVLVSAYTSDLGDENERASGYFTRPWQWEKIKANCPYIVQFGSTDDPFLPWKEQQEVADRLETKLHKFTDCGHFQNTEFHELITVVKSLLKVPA
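System: RBBP9 protein / Buffer or medium: Tris/NaCl buffer pH 8.0 with 0.1% Pluronic / Probe or stimulus: Serine-hydrolase probe FP-Rh, 375 nM pre-mixing / Dosing: 7.94 µM single dose, 0.794% DMSO / Times: enzyme-compound preincubation 30 min, then probe labeling 45 min, 25 °C / Technique: fluorescence polarization (mP), excitation 525 nm, emission 598 nm / Replication: singlicate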
S1P4 antagonist = antagonists of human S1P4 receptor. O95977. S1P4-expressing cells, antagonist mode, reporter read-out. inhibition, % at 4.98 µM. 220,000 tested, 0.26% active. AID 1510; in the data active means inhibition above about 29%;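 further: 0% = wells stimulated with agonist and 100% = vehicle wells without agonist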
* = called active by the depositor; · = no result given.

SMILES	BaF3 parental	Ba/F3 V617F tox	S1P4 agonist	NPY-Y1 PAM-ag	NPY-Y1 antag	NPY-Y2 PAM-ag	Runt-CBFb FRET	RBBP9 inhibitor	S1P4 antagonist
COc1ccc(C)cc1NS(=O)(=O)c1cccc2nonc12	4	-1	2.1	10	3	10	0	-6	-19
CCOc1cccc(C(=O)NC(=S)Nc2ccc(N3CCN(CC)CC3)cc2)c1	4	1	-0.1	-9	5	-1	-1	-6	6
O=C(NC(Cc1ccccc1)C(=O)O)/C(=C/c1ccc(F)cc1)NC(=O)c1ccccc1 (configuration not stated)	4	-1	0.8	6	-1	-15	-1	-6	-13
C=CCc1cc(C=O)cc(OC)c1OCc1ccc(Cl)cc1	2	3	1.6	-17	-5	-15	-3	-5	-4
Nc1ccnn1Cc1cccnc1	6	-5	-0.9	0	-2	3	2	3	-14
Cc1ccc(N/C=C(\C2OC(=O)c3ccccc32)[N+](=O)[O-])c(C)c1 (configuration not stated)	6	5	1.0	12	2	-6	14	-4	8
COc1ccc(C2OC3=C(Nc4cc(C)c(C)cc4N3)C2=O)cc1 (configuration not stated)	0	1	0.1	-18	·	-10	-2	-5	-15
CC(C)NC(=O)COC(=O)Cn1[nH]c(=O)c2ccccc2c1=O	6	2	1.2	6	1	16	2	0	-5
CCn1cc(/C=N\NC(=O)c2csc3ccccc23)c(C)n1	5	4	-0.2	-19	8	-14	1	3	-6
COc1ccc(Cn2c(CCC(=O)N3CCN(c4ccccn4)CC3)nc3ncccc3c2=O)cc1	7	6	0.6	-14	0	-14	-3	1	7
CN1CCSc2ccc(C(=O)Nc3cc(F)ccc3F)cc21	-2	2	-0.5	1	·	-27	2	1	-5
CSc1ccc(C(=S)N2CCN(C)CC2)cc1	1	-3	-1.9	6	-8	9	54*	5	-5
CCOC(=O)c1c(-c2ccccc2)csc1NC(=O)c1cc2ccccc2oc1=O	10	4	0.9	-1	-2	0	-5	-2	4
CCCCCCCN1C2=NCCN2c2ccccc21	2	-2	2.3	-24	·	-16	-1	-9	-2
O=C1CN(S(=O)(=O)c2ccccc2C(F)(F)F)CCN1	3	2	0.2	-6	4	16	0	-2	5
Cn1c(Sc2ccccc2Cl)c(C=O)c2ccccc21	9	5	1.3	19	2	-4	-1	-8	-9
Cc1cc(N2CCN(C)CC2)nc2ccc(NC(=S)N3CCN(c4ccc(Cl)cc4)CC3)cc12	9	4	-1.9	3	1	-4	4	-6	5
O=C(NCC(c1cccnc1)N1CCN(c2ccccc2)CC1)C1CCCCC1 (configuration not stated)	2	-1	-3.0	4	1	1	0	-1	-24
O=C(O)c1cccc(-n2cccc2/C=N/O)c1	6	-1	2.0	-1	3	-2	2	-1	-6
COCc1ccc([C@@H]2C[C@H]3CN(Cc4ccccc4C)C(=O)[C@]34CCCN24)o1	-4	-2	0.2	3	0	-6	1	-7	-1
COc1cccc(C=Nc2ccccc2C(=O)Nc2ccccc2)c1O	-2	-4	1.0	23	-5	1	-2	-9	-9
CCSc1nnc(NC(=O)c2cccnc2)s1	2	-1	0.6	-30	6	-18	0	-7	-14
CN1CCC(N(C)C(=O)/C(C#N)=C/c2ccc(OC(F)F)cc2)CC1	19	-2	-1.2	3	·	-5	2	-1	-15
CCCCNC(=O)c1sc(=S)n2c1[nH]c(=O)c1ccccc12	101*	-2	-0.2	-27	8	0	-4	4	-9
Cc1ccc(-c2noc(CN(C(=O)Cc3ccccc3)C(C)C)n2)cc1	6	0	1.0	32	12	-7	-2	2	9
O=C(CN1CCN(c2ccc(Cl)cc2)CC1)Nc1ccc(F)cc1	1	-3	-2.8	-16	9	-11	0	-7	13
Cc1ccc(/C(O)=C2\C(=O)C(=O)N(CCN(C)C)C2c2ccccc2F)cc1 (configuration not stated)	2	0	1.5	13	8	-17	-2	-6	-11
COc1ccc(NC(=O)CSc2cc(C)ccc2C)cn1	2	-5	0.8	17	0	1	0	7	19
COc1ccc(OC)c(CN2CCN(CCc3ccccc3)C(CCO)C2)c1 (configuration not stated)	1	2	0.2	-6	9	6	-1	1	-3
Cc1cccc(CNc2ncc(-c3cccc([N+](=O)[O-])c3)n2C)c1	7	0	4.5	19	1	13	1	-4	-9
COc1ccc(OCC(=O)N/N=C2\CCc3ccccc32)cc1	5	5	0.1	-17	8	-17	3	-1	-1
COC(=O)c1cccc(S(=O)(=O)N2CCC(c3nc4ccccc4o3)CC2)c1	2	-1	3.0	-11	-2	-8	-1	-6	-3
Cc1ccc(N(CC(=O)N=Nc2c(O)[nH]c3ccccc23)S(C)(=O)=O)c(C)c1	9	1	-1.4	8	3	14	-3	11	0
CC(=O)c1ccc(NC(=O)CSc2nnc(-c3ccco3)c(-c3ccco3)n2)cc1	4	0	3.1	15	-1	21	21	1	-3
Cc1cc(C)n(/N=C/c2ccccc2O)c(=O)c1	10	1	1.3	15	1	4	-1	-3	9
Cc1ccc(C(=O)NNC2CC(=O)N(c3ccc4c(c3)OCCO4)C2=O)cc1 (configuration not stated)	4	6	-1.2	-22	1	-23	·	3	-5
COc1ccc(C(=O)NNC(=S)NC(=O)c2ccc(Br)o2)cc1OC	5	2	0.2	-8	-2	0	12	-3	-16
CCOC(=O)c1cnc(SCC(=O)c2ccc(C)cc2)nc1N	4	-1	0.6	1	0	-1	-2	-1	-3
Cc1cc(C(=O)N2CCCC(C(=O)c3ccc4ccccc4c3)C2)n(C)n1 (configuration not stated)	8	1	-0.9	6	3	9	2	-4	-14
CC(C)(C)Sc1ccc(/C=N/O)cc1[N+](=O)[O-]	6	4	-0.3	-1	0	-8	-1	-3	2
O=c1ccn([C@@H]2O[C@H](CO)[C@@H](O)[C@H]2O)c(=O)[nH]1	7	-1	1.6	11	0	-7	-1	-5	-4
O=C(NN1CCN(Cc2ccccc2Cl)CC1)c1ccc(Cl)cc1	3	-1	2.1	26	-5	1	-2	-5	-25
CCCc1c(C(=O)Nc2ccc(F)cc2F)cnn1-c1ccccc1	3	-3	0.6	15	·	17	1	-2	-1
CN(NS(=O)(=O)c1ccc(Cl)cc1)c1ncc(C(F)(F)F)cc1Cl	0	-2	0.1	-13	3	-22	-1	2	-2
COC(=O)c1[nH]c2cc(C)ccc2c1NC(=O)CN1CCN(C(=O)c2ccco2)CC1	5	3	-0.2	-22	-2	-2	0	-10	-6
O=C1C2C3c4ccccc4C(c4ccccc43)C2C(=O)N1c1cccc2cccnc12 (configuration not stated)	6	0	-0.4	-13	-3	20	0	-1	-13
CCC1=NN(C(=O)C(=O)NCCc2ccccc2)C(O)(C(F)(F)F)C1 (configuration not stated)	6	3	0.5	1	13	-11	0	9	-11
CSc1nc2sc3c(c2c(=O)[nH]1)CCc1ccccc1-3	8	-3	-0.2	21	0	7	-1	-8	-21
COC(CNC(=O)c1cc(C(=O)c2c(-c3c(Cl)cccc3Cl)noc2C)c[nH]1)OC	1	-3	0.6	-3	-4	-7	-1	-7	9
CCCCOc1ccc(C(=O)NCC2(c3ccccc3)CCOCC2)cc1	3	2	1.1	-14	5	-14	-7	-6	-20

One compound at a time, from the list above:
Entry for C=CCc1cc(C=O)cc(OC)c1OCc1ccc(Cl)cc1 → BaF3 parental: 2; Ba/F3 V617F tox: 3; S1P4 agonist: 1.6; NPY-Y1 PAM-ag: -17; NPY-Y1 antag: -5; NPY-Y2 PAM-ag: -15; Runt-CBFb FRET: -3; RBBP9 inhibitor: -5; S1P4 antagonist: -4
Entry for COc1ccc(Cn2c(CCC(=O)N3CCN(c4ccccn4)CC3)nc3ncccc3c2=O)cc1 → BaF3 parental: 7; Ba/F3 V617F tox: 6; S1P4 agonist: 0.6; NPY-Y1 PAM-ag: -14; NPY-Y1 antag: 0; NPY-Y2 PAM-ag: -14; Runt-CBFb FRET: -3; RBBP9 inhibitor: 1; S1P4 antagonist: 7

(continued)
SMILES	BaF3 parental	Ba/F3 V617F tox	S1P4 agonist	NPY-Y1 PAM-ag	NPY-Y1 antag	NPY-Y2 PAM-ag	Runt-CBFb FRET	RBBP9 inhibitor	S1P4 antagonist
Cc1ccc(CNC(=O)CCC2CCCN(Cc3cccc4cccnc34)C2)o1 (configuration not stated)	0	-2	1.1	8	-3	-15	0	-2	-1
COc1ccc(NS(=O)(=O)c2ccc(C)c(C(=O)O)c2)cc1	7	1	1.7	-11	1	-10	0	-5	-1
COc1cc(OC)c(NC(=O)c2ccc(F)cc2)cc1Cl	7	-2	1.4	-12	2	-12	1	-4	5
CCCCCCn1c(CN2CCN(C(=O)OCC)CC2)nc2c1c(=O)n(C)c(=O)n2C	0	-4	-0.9	-16	1	-1	·	3	15
O=C(CCC1CCCN(C(=O)C2(c3ccccc3)CC2)C1)N1CCN(c2ccccn2)CC1 (configuration not stated)	4	-1	-1.3	14	5	4	·	0	-8
CCOC(=O)CSc1nc2ccccc2c(=O)n1CCCCCC(=O)NCc1ccco1	0	-3	-0.5	-6	6	-4	-6	1	4
CC(C)Oc1cccc(C(=O)NC(=S)Nc2cccc(C(F)(F)F)c2)c1	8	2	3.5	-26	6	-19	-1	-10	-2
COc1ccccc1OCc1nnc(SCC(=O)N2CCCCC2)n1-c1ccccc1	5	1	0.0	-1	12	-5	-1	-2	-12
O=C(COC(=O)C1(c2ccc(F)cc2)CCCC1)N1CCOCC1	4	1	2.9	7	-1	11	0	-4	0
CCOC(=O)C1=C(C)NC2=C(C(=O)CC(C)(C)C2)C1c1coc2ccccc2c1=O (configuration not stated)	4	1	-1.4	6	2	2	0	-7	-26
CCCc1cc(=O)oc2cc3oc(C)c(C)c3cc12	9	-1	-0.4	3	5	-10	0	-6	-3
O=C1CC(c2ccco2)Cc2nc(NCC3CCCO3)ncc21 (configuration not stated)	3	1	2.4	0	0	14	5	-7	-15
CCSc1nc2sc3c(c2c(=O)[nH]1)CCc1ccccc1-3	4	-2	0.7	-17	-1	1	5	-8	-7
O=C1CCCC2=C1Sc1ccc(Cl)cc1N2	-12	0	0.1	15	·	-12	-1	-5	-11
Cc1ccc(S(=O)(=O)N(CC(=O)N/N=C/c2ccco2)Cc2ccccc2)cc1	5	5	-1.5	-24	4	-5	-3	-2	-11
COc1cc(N)cc(NC(=O)c2ccncc2)c1	0	-2	0.8	-2	1	9	2	0	5
COc1cc2c(cc1N/C=C(\C#N)c1nc(-c3ccc(F)cc3)cs1)oc1ccccc12	-4	-5	-1.6	8	·	-11	-162	-2	-4
CCN1C(=O)c2cccc3c(S(=O)(=O)Nc4ccncc4)ccc1c23	1	-5	-0.9	-1	1	6	-18	1	12
Cc1nnc(SCC(=O)Nc2ccc(Cl)cn2)[nH]c1=O	2	-2	0.7	6	6	0	-2	0	-7
CCc1ccc(/C=C2\SC(=S)N(CCCC(=O)Nc3ccccn3)C2=O)cc1	4	-1	-2.2	-4	2	7	-1	-6	4

Source: PubChem
